Screening results (PubChem)
CXCR6 block = blocks human CXCR6 beta-arrestin recruitment | O00574 | CHO-K1 PathHunter CXCR6 beta-arrestin, luminescence | inhibition, % at 20 µM | 0.36% of 360,000 active; in the data active means inhibition above about 34%, passing the limit was not always enough;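 further: antagonist mode with CXCL16 agonist at 10 nM final; 0% = 10 nM CXCL16 with DMSO and 100% = unstimulated wells without agonist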
Target sequence (O00574 whole entry, looked up): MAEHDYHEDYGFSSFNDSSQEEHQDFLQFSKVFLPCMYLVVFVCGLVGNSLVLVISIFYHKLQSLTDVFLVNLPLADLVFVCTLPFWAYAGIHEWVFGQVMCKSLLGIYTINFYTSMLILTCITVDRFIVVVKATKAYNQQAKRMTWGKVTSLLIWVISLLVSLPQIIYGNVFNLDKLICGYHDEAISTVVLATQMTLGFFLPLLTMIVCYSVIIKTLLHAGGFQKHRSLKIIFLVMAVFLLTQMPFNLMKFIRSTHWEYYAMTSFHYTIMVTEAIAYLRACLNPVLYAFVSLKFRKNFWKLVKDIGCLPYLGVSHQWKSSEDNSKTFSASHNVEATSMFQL
GRIN3A LBD mod = modulators (binders) of human NR3A ligand-binding domain | NR3A LBD differential scanning fluorimetry, Tm shift; 0% = protein alone, 100% = glycine-bound protein | Tm shift relative to glycine control, % at 25 µM | 2.5% of 340,000 active | AID 1259313;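 active means melting temperature shift of at least 10% of the positive control shift, at one fixed dose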
EBI2 block = antagonists of human EBI2 receptor | P32249 | inhibition, % at 5 µM | 0.81% of 360,000 active | EBI2 beta-arrestin recruitment, luminescence, 7a,25-OHC stimulated; in the data active means inhibition above about 38%;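 further: enzyme fragment complementation signal reports receptor beta-arrestin coupling in cells; 0% = agonist plus DMSO wells and 100% = wells without agonist; some results beyond the cut were filed as inactive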
Target sequence (P32249 whole entry, looked up, the tested form may be a part): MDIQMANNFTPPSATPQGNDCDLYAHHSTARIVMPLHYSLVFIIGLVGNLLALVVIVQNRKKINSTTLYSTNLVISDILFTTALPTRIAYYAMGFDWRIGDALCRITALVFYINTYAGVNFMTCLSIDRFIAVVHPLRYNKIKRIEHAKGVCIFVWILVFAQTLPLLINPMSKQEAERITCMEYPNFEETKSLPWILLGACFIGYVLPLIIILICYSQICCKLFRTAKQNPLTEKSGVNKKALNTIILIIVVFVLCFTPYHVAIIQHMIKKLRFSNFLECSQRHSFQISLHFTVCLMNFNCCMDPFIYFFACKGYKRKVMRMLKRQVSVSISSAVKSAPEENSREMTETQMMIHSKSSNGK
APOBEC3G inh = blocks human APOBEC3G single-stranded DNA deamination; Q9HC16; 0.28% of 330,000 active; AID 493012; inhibition, % at 20 µM; recombinant A3G, ssDNA deamination FAM/TAMRA fluorescence;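 active means inhibition of at least 40% at 20 µM, with no more than 30% in the related APOBEC3A deaminase screen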;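 further: plate controls were DMSO wells with A3G for no effect and wells lacking A3G enzyme for full effect; some compounds called inactive have numbers as strong as hits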
MPTP block = blocks calcium-induced mitochondrial swelling; isolated mouse mitochondria, Ca2+ swelling absorbance, 30 min; inhibition, % at 10 µM; 1.4% of 360,000 active; AID 602449;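 active means inhibition of 50% or more, scaled per plate between neutral and stimulator controls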;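 further: 0% = DMSO wells given calcium and 100% = 1 mM EGTA wells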
CCR6 antagonist = antagonists of human CCR6 receptor; 0.49% of 340,000 active; P51684; inhibition, % at 20 µM; CHO-K1 CCR6 PathHunter beta-arrestin, luminescence, CCL20-stimulated;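 active means compounds whose inhibition of the agonist-driven luminescence signal at 20 µM reaches about 50%, limit read from the data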;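 further: cells stimulated with CCL20 at 14 nM final; plate controls were DMSO with CCL20 for no effect and DMSO without agonist for full effect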
Target sequence (P51684 whole entry, looked up): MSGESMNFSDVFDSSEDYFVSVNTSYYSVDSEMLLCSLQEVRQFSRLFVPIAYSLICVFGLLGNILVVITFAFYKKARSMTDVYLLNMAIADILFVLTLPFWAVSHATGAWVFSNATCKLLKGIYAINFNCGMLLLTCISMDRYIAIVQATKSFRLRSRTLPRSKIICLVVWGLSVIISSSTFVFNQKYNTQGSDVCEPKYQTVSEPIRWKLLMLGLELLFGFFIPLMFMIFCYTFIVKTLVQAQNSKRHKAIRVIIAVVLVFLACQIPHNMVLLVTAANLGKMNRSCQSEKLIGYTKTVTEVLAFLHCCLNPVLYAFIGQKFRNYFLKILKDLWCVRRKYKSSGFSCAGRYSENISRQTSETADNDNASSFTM
Gli-Sufu block = blocks Gli-Sufu signaling in a luciferase reporter; 0.74% of 340,000 active; inhibition, % at 5 µM; Sufu-KO-LIGHT fibroblasts, Gli luciferase reporter luminescence;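 active means inhibition above about 55%, limit read from the data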;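 further: 0% = DMSO-treated cells and 100% = wells with medium but no cells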
A3A deaminase = human APOBEC3A DNA deaminase inhibition; P31941; recombinant A3A, FAM/TAMRA ssDNA deamination fluorescence; inhibition, % at 20 µM; 0.41% of 330,000 active;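 active means at least 40% inhibition at 20 µM here, with at most 30% in a related deaminase screen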;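 further: plate controls were A3A with DMSO for no effect and wells lacking A3A enzyme for full effect; some results filed as inactive read as strong as hits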
An asterisk follows results filed as active.

COc1ccccc1N1CCN(C(=O)CC(NC(=O)c2ccccc2Cl)c2ccccc2)CC1 (stereo not given) was read as CXCR6 block -1, GRIN3A LBD mod 0, EBI2 block 21, APOBEC3G inh -7, MPTP block -0.3, CCR6 antagonist -2, Gli-Sufu block 3 and A3A deaminase 32.
COc1ccc(S(=O)(=O)Nc2ccc(N3CCOCC3)nc2)cc1 was read as CXCR6 block 4, GRIN3A LBD mod -2, EBI2 block 3, APOBEC3G inh 0, MPTP block 1.5, CCR6 antagonist -14, Gli-Sufu block 7 and A3A deaminase 0.
Screening COc1cccc(NC2=C(Cl)C(=O)OC2OC(=O)c2ccco2)c1 (stereo not given) returned CXCR6 block -2, GRIN3A LBD mod -1, EBI2 block -7, APOBEC3G inh -6, MPTP block -1.9, CCR6 antagonist -6, Gli-Sufu block -5 and A3A deaminase -2.
CCCN1C(=O)c2cc(C(=O)Nc3ccc(OC)c(OC)c3)ccc2C1Nc1ccc(OC)c(OC)c1 (stereo not given) was read as CXCR6 block -9, GRIN3A LBD mod 1, EBI2 block -7, APOBEC3G inh -6, MPTP block -0.5, CCR6 antagonist 18, Gli-Sufu block 17 and A3A deaminase -3.
`Cc1cc(C)cc(NC(=O)Cn2c(=O)oc3cc(S(=O)(=O)N4CCC(C)CC4)ccc32)c1` gave CXCR6 block -6, GRIN3A LBD mod 2, EBI2 block 2, APOBEC3G inh -6, MPTP block 1.4, CCR6 antagonist 24, Gli-Sufu block 0 and A3A deaminase -2.
Screening CCOc1ccc(OCC)c(NC(=O)CCCN2C(=O)c3cccnc3C2=O)c1 returned CXCR6 block -6, GRIN3A LBD mod -2, EBI2 block -6, APOBEC3G inh 1, MPTP block -0.6, CCR6 antagonist 3, Gli-Sufu block -1 and A3A deaminase 3.
COc1ccc(C(=O)NCCSc2ccccn2)cc1 was read as CXCR6 block -5, GRIN3A LBD mod -2, EBI2 block 3, APOBEC3G inh -3, MPTP block -1.1, CCR6 antagonist -8, Gli-Sufu block -60 and A3A deaminase -2.
`CC(=O)/C(=N/Nc1cccc(Cl)c1)Sc1nnc(C(O)c2ccccc2)n1-c1ccccc1` (stereo not given) gave CXCR6 block -13, GRIN3A LBD mod -2, EBI2 block -8, APOBEC3G inh -9, MPTP block 0.7, CCR6 antagonist -1, Gli-Sufu block -3 and A3A deaminase 0.
For Cc1cccc(-n2cc(CNCCN3CCOC3=O)c(-c3cccc(F)c3)n2)c1 the results were CXCR6 block -4, GRIN3A LBD mod -1, EBI2 block -3, APOBEC3G inh -4, MPTP block 1.7, CCR6 antagonist 7, Gli-Sufu block -4 and A3A deaminase 3.
For CC(=O)Nc1ccc(/C=N/NC(=O)CCN2CCN(c3ccccc3)CC2)cc1 the results were CXCR6 block -1, GRIN3A LBD mod 33*, EBI2 block -2, APOBEC3G inh -3, MPTP block 1.7, CCR6 antagonist 3, Gli-Sufu block -29 and A3A deaminase 1.
c1ccc(-c2nnc3sc(CN4CCc5ccccc54)cn23)cc1 was read as CXCR6 block -4, GRIN3A LBD mod 7, EBI2 block 1, APOBEC3G inh -7, MPTP block 2.5, CCR6 antagonist 11, Gli-Sufu block 45 and A3A deaminase -4.
`Cc1ccc(NC(=O)CS(=O)CC(=O)NC23CC4CC(CC(C4)C2)C3)cc1` (stereo not given) gave CXCR6 block 4, GRIN3A LBD mod 1, EBI2 block 7, APOBEC3G inh 10, MPTP block 1.9, CCR6 antagonist 4, Gli-Sufu block 10 and A3A deaminase 1.
Screening O=C(O)Cc1csc(-c2cccc(F)c2)n1 returned CXCR6 block -4, GRIN3A LBD mod 2, EBI2 block -10, APOBEC3G inh -8, MPTP block -0.1, CCR6 antagonist 3, Gli-Sufu block -7 and A3A deaminase -3.
Screening N#C/C(=C\c1coc2ccccc2c1=O)C(N)=S returned CXCR6 block -2, GRIN3A LBD mod 2, EBI2 block 8, APOBEC3G inh 6, MPTP block 18, CCR6 antagonist -2, Gli-Sufu block 9 and A3A deaminase 1.
For N#C/C(=C/c1ccc(Br)o1)C(N)=O the results were CXCR6 block 6, GRIN3A LBD mod 0, EBI2 block -14, APOBEC3G inh -3, MPTP block 2.5, CCR6 antagonist 9, Gli-Sufu block 5 and A3A deaminase -5.
For CC(C)(C)OC(=O)CNC(=O)c1nc[nH]c1C(=O)N1CCN(C(=O)OC(C)(C)C)CC1 the results were CXCR6 block 0, GRIN3A LBD mod 1, EBI2 block -10, APOBEC3G inh 22, MPTP block -0.6, CCR6 antagonist 5, Gli-Sufu block -13 and A3A deaminase 4.
For CC(C)N(CCNC(=O)C1CCC(=O)N1Cc1ccc(F)cc1)Cc1ccccc1 (stereo not given) the results were CXCR6 block -4, GRIN3A LBD mod 0, EBI2 block -6, APOBEC3G inh 0, MPTP block 1.6, CCR6 antagonist 14, Gli-Sufu block 6 and A3A deaminase 0.
Screening CCN(CC)S(=O)(=O)c1cc(NC(=O)CNc2cccc(S(=O)(=O)N3CCCC3)c2)ccc1C returned CXCR6 block -4, GRIN3A LBD mod -3, EBI2 block -3, APOBEC3G inh -10, MPTP block 54*, CCR6 antagonist 7, Gli-Sufu block 72* and A3A deaminase 2.
`CC(CCc1ccccc1)NC(=O)COC(=O)c1ccc([N+](=O)[O-])cc1` (stereo not given) gave CXCR6 block -3, GRIN3A LBD mod -2, EBI2 block -10, APOBEC3G inh -11, MPTP block -0.9, CCR6 antagonist 1, Gli-Sufu block 9 and A3A deaminase -3.
CCn1c(NC(=S)Nc2ccccc2)nc2ccccc21 was read as CXCR6 block -25, GRIN3A LBD mod -1, EBI2 block 8, APOBEC3G inh -7, MPTP block 0.3, CCR6 antagonist -2, Gli-Sufu block -16 and A3A deaminase -5.
`CN(C)/C=C1\C(=O)NN=C1c1ccccc1` gave CXCR6 block 3, GRIN3A LBD mod 0, EBI2 block -18, APOBEC3G inh -1, MPTP block 0.1, CCR6 antagonist 6, Gli-Sufu block 0 and A3A deaminase 2.
CC(=C/c1ccccc1)/C=N/NC(=O)c1ccc2nc[nH]c2c1 was read as CXCR6 block 7, GRIN3A LBD mod 0, EBI2 block -14, APOBEC3G inh 0, MPTP block -0.1, CCR6 antagonist -8, Gli-Sufu block -8 and A3A deaminase 5.
For CCN(CC(=O)Nc1ccc(NC(C)=O)cc1)Cc1c(O)ccc2cc(Br)ccc12 the results were CXCR6 block -2, GRIN3A LBD mod -8, EBI2 block 5, APOBEC3G inh -5, MPTP block 0.0, CCR6 antagonist 8, Gli-Sufu block 21 and A3A deaminase 2.
`O=C(O)CCc1nc(-c2ccc(Cl)cc2)no1` gave CXCR6 block -7, GRIN3A LBD mod 3, EBI2 block 3, APOBEC3G inh -6, MPTP block -5.2, CCR6 antagonist -13, Gli-Sufu block 12 and A3A deaminase -4.
Screening COC(C)c1oc2c(C)c3oc(=O)cc(C)c3cc2c1C (stereo not given) returned CXCR6 block 6, GRIN3A LBD mod -2, EBI2 block -4, APOBEC3G inh 9, MPTP block 1.3, CCR6 antagonist 18, Gli-Sufu block -4 and A3A deaminase 3.
For Cc1ccc(-c2nn(-c3ccc(F)cc3)cc2C(=O)N2CCN(C3CCS(=O)(=O)C3)CC2)cc1 (stereo not given) the results were CXCR6 block 3, GRIN3A LBD mod -1, EBI2 block -5, APOBEC3G inh -4, MPTP block -0.6, CCR6 antagonist -1, Gli-Sufu block -6 and A3A deaminase 1.
CCCCn1c(=O)[nH]c(=O)c2c1nc(-c1ccccc1F)n2Cc1ccccc1OC was read as CXCR6 block 3, GRIN3A LBD mod -11, EBI2 block 17, APOBEC3G inh -4, MPTP block -1.3, CCR6 antagonist 18, Gli-Sufu block 3 and A3A deaminase 3.
`Cc1ccc(S(=O)(=O)N[C@H](C(=O)N2CCC(C(=O)N[C@H](C(=O)O)c3ccccc3)CC2)C(C)C)cc1` gave CXCR6 block -1, GRIN3A LBD mod 0, EBI2 block -5, APOBEC3G inh -6, MPTP block 0.1, CCR6 antagonist -18, Gli-Sufu block -1 and A3A deaminase -1.
Screening O=[n+]1cc(-c2ccc(F)cc2)n([O-])c2c1CCC2 returned CXCR6 block 1, GRIN3A LBD mod 0, EBI2 block 4, APOBEC3G inh 2, MPTP block -1.3, CCR6 antagonist 2, Gli-Sufu block -6 and A3A deaminase 4.
O=S(=O)(NC(=S)c1ccccc1)c1ccc(Cl)cc1 was read as CXCR6 block -2, GRIN3A LBD mod -7, EBI2 block 7, APOBEC3G inh -5, MPTP block 1.4, CCR6 antagonist 21, Gli-Sufu block 22 and A3A deaminase -1.

6 compounds from above, arranged by number of heavy atoms, falling.
CCCN1C(=O)c2cc(C(=O)Nc3ccc(OC)c(OC)c3)ccc2C1Nc1ccc(OC)c(OC)c1 (stereo not given) was read as CXCR6 block -9, GRIN3A LBD mod 1, EBI2 block -7, APOBEC3G inh -6, MPTP block -0.5, CCR6 antagonist 18, Gli-Sufu block 17 and A3A deaminase -3.
`CC(=O)/C(=N/Nc1cccc(Cl)c1)Sc1nnc(C(O)c2ccccc2)n1-c1ccccc1` (stereo not given) gave CXCR6 block -13, GRIN3A LBD mod -2, EBI2 block -8, APOBEC3G inh -9, MPTP block 0.7, CCR6 antagonist -1, Gli-Sufu block -3 and A3A deaminase 0.
Screening CCOc1ccc(OCC)c(NC(=O)CCCN2C(=O)c3cccnc3C2=O)c1 returned CXCR6 block -6, GRIN3A LBD mod -2, EBI2 block -6, APOBEC3G inh 1, MPTP block -0.6, CCR6 antagonist 3, Gli-Sufu block -1 and A3A deaminase 3.
`Cc1ccc(NC(=O)CS(=O)CC(=O)NC23CC4CC(CC(C4)C2)C3)cc1` (stereo not given) gave CXCR6 block 4, GRIN3A LBD mod 1, EBI2 block 7, APOBEC3G inh 10, MPTP block 1.9, CCR6 antagonist 4, Gli-Sufu block 10 and A3A deaminase 1.
c1ccc(-c2nnc3sc(CN4CCc5ccccc54)cn23)cc1 was read as CXCR6 block -4, GRIN3A LBD mod 7, EBI2 block 1, APOBEC3G inh -7, MPTP block 2.5, CCR6 antagonist 11, Gli-Sufu block 45 and A3A deaminase -4.
`O=C(O)CCc1nc(-c2ccc(Cl)cc2)no1` gave CXCR6 block -7, GRIN3A LBD mod 3, EBI2 block 3, APOBEC3G inh -6, MPTP block -5.2, CCR6 antagonist -13, Gli-Sufu block 12 and A3A deaminase -4.

Following part:
For Cc1nc2ccccc2c(=O)n1/N=C/c1cn[nH]c1-c1ccccc1 the results were CXCR6 block 1, GRIN3A LBD mod -1, EBI2 block 7, APOBEC3G inh 2, MPTP block 3.2, CCR6 antagonist -5, Gli-Sufu block -4 and A3A deaminase 6.
For Cn1c(N2CCCCC2)nc2c1c(=O)n(Cc1cccc(Br)c1)c(=O)n2C the results were CXCR6 block -2, GRIN3A LBD mod 1, EBI2 block 1, MPTP block 0.1, CCR6 antagonist 4 and Gli-Sufu block -20.
CC1(C)CC(NCc2cccc([N+](=O)[O-])c2)CC(C)(C)N1 was read as CXCR6 block 15, GRIN3A LBD mod 1, EBI2 block 8, APOBEC3G inh 7, MPTP block -0.3, CCR6 antagonist 9, Gli-Sufu block -4 and A3A deaminase 3.
For CCOc1ccc(Cl)cc1CNCCNCC(C)O (stereo not given) the results were CXCR6 block 12, GRIN3A LBD mod 3, EBI2 block -15, APOBEC3G inh -3, MPTP block -0.3, CCR6 antagonist 3, Gli-Sufu block 2 and A3A deaminase -1.
`Cc1csc(NC(=O)/C=C/c2ccc(C)o2)n1` gave CXCR6 block -4, GRIN3A LBD mod -1, EBI2 block -12, APOBEC3G inh 1, MPTP block -1.8, CCR6 antagonist -2, Gli-Sufu block 2 and A3A deaminase 0.
`Cc1cc(C)cc(N(CCC#N)C(=O)COC(=O)C2=COCCO2)c1` gave CXCR6 block -6, GRIN3A LBD mod 0, EBI2 block -2, APOBEC3G inh -8, MPTP block 0.2, CCR6 antagonist 6, Gli-Sufu block -7 and A3A deaminase -1.
